TbMetRS inhib = T. brucei MetRS inhibitors, primary screen, biochemical, luminescence; inhibition, % at 11.9 µM; AID 624268, 2012; actives 0.4% (n = 360,000); purified T. brucei MetRS, ATP depletion, Kinase-Glo luminescence; methionyl-tRNA synthetase (Trypanosoma brucei brucei);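 active = inhibition above a per-plate cutoff of the control wells' mean inhibition plus 3 SD, cut at about 5.5% in these data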;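 note: 0% = DMSO wells median and 100% = median of wells with control inhibitor compound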
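Measured by: Kinase-Glo luciferase luminescence reporting remaining unconsumed ATP. Material: purified T. brucei MetRS enzyme. Doses: 11.9 µM compound single dose, 0.9% DMSO. Medium: HEPES buffer containing pyrophosphatase, BSA, spermine, DTT. Times: 15 min preincubation, 2 h reaction, all 25 °C. Reagent: methionine, ATP and bulk E. coli tRNA.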
SKN-1 inh = suppressors of acrylamide-induced Pgst-4::GFP reporter in worms, primary screen, SKN-1 inhibitor project, whole organism, uHTS, GFP/RFP fluorescence ratio, strain VP596; C. elegans VP596 Pgst-4::GFP/RFP ratio, 24 h; actives 0.49% (n = 360,000); AID 624304, 2012; inhibition, % at 21.8 µM;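 active = interference check ratio from 0.5 to 1.5 plus GFP to RFP signal ratio inhibition reaching or exceeding a fixed threshold, cut at about 30% in these data, passing the limit was not always enough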; note: some compounds called inactive have numbers as strong as hits
CendR NRP1 mod = modulators of CendR peptide binding to NRP-1, primary screen, biochemical, fluorescence polarization, uHTS | Neuropilin-1 (Homo sapiens), O14786 | AID 602438, 2012 | inhibition, % at 25 µM | FAM-RPARPAR peptide binding to NRP-1 | actives 0.85% (n = 360,000);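 active = inhibition or corrected inhibition above about 18%, plus a signal ratio from 0.5 to 1.5, limit read from the data, passing the limit was not always enough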; note: strong numbers were not always called active
MLLE-PAM2 inh = inhibitors of PABP1 MLLE–PAM2 peptide binding, primary screen, biochemical, fluorescence polarization, FITC-PAM2, GST-MLLE; inhibition, % at 20 µM; actives 0.36% (n = 360,000); AID 588489, 2011; in the data active = inhibition above about 35%, passing the limit was not always enough;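 note: plate controls were DMSO wells with GST-MLLE for no effect and wells lacking GST-MLLE protein for full effect; some results filed as inactive read as strong as hits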
Target sequence (P11940 whole entry, looked up): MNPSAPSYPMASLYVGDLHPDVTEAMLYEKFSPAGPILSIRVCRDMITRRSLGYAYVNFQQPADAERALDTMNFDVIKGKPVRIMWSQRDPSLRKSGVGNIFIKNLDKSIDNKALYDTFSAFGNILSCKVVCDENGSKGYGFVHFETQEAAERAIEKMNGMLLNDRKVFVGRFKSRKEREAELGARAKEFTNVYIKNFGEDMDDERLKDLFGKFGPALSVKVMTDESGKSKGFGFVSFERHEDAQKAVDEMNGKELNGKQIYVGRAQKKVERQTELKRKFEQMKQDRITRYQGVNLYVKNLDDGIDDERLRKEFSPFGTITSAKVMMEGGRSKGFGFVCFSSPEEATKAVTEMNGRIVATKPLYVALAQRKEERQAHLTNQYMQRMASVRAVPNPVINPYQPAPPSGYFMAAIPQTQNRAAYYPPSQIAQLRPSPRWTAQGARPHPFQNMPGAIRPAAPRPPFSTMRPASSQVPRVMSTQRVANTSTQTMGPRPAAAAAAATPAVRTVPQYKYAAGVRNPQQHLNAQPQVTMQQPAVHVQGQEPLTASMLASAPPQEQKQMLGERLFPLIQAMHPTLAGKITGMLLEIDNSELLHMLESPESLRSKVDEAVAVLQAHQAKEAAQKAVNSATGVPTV
MsrA act = bovine MsrA enzyme activators, primary screen, biochemical, absorbance, HTS | Methionine sulfoxide reductase A (Bos taurus) | purified bovine MsrA, absorbance read-out | activation, % at 10.6 µM | actives 0.3% (n = 360,000) | AID 602163, 2012; in the data active = activation above about 7.5%;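 note: 0% = vehicle and 100% = reference activator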
MT1-MMP act inh = blockers of MT1-MMP proenzyme processing, primary screen, HT1080 RFP-PRO-GFP cells, GFP/RFP fluorescence; GFP/RFP ratio change, % at 20 µM; actives 0.061% (n = 360,000); GFP/RFP ratio fluorescence, overnight; percent of plate control window, DMSO zero; Matrix metalloproteinase-14 (Homo sapiens), P50281; AID 651647, 2012;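 active = GFP/RFP ratio change of at least 30% with cell ATP level not reduced by more than half and red fluorescence within 50% of control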; note: strong numbers were not always called active
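Test system: HT1080 cells expressing an RFP-PRO-GFP fluorescent reporter construct / Compound dosing: single-point 20 µM compound, 1% DMSO / Schedule: cells overnight before dosing, compound overnight, 37 °C, 5% CO2 / Evaluation: GFP/RFP fluorescence ratio / Control set: DMSO and RFP-L50D-GFP cell wells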
MsrA inhibitor = bovine MsrA enzyme inhibitors, primary screen, biochemical, absorbance, HTS | AID 651718, 2012 | Methionine sulfoxide reductase A (Bos taurus) | actives 0.75% (n = 360,000) | inhibition, % at 15.5 µM | purified bovine MsrA, absorbance read-out; in the data active = inhibition above about 4.5%;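 note: 0% = vehicle wells with enzyme and 100% = reference inhibitor wells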
FAS TE block = FAS thioesterase domain inhibitors, primary screen, biochemical, fluorescence intensity, uHTS. Fatty acid synthase (Homo sapiens), P49327. recombinant FAS-TE, OMFH fluorogenic substrate, fluorescence endpoint. inhibition, % at 15 µM. actives 0.67% (n = 360,000). AID 602261, 2012;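 active = compounds whose normalised, plate-corrected inhibition of enzyme fluorescence in the single-dose primary screen is 50% or more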;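 note: 0% = DMSO with enzyme and 100% = substrate without enzyme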
eLon inh = inhibitors of E. coli Lon protease, primary screen, biochemical, fluorescence polarization | actives 0.42% (n = 360,000) | inhibition, % at 7.94 µM | P0A9M0 | AID 602123, 2011 | purified E. coli Lon protease; in the data active = inhibition above about 13%, passing the limit was not always enough;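 note: 0% = enzyme with probe and DMSO and 100% = no enzyme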
An asterisk follows results filed as active. Hits appear at their usual frequency. About 4% of those tested had a hit in this group.

SMILES	TbMetRS inhib	SKN-1 inh	CendR NRP1 mod	MLLE-PAM2 inh	MsrA act	MT1-MMP act inh	MsrA inhibitor	FAS TE block	eLon inh
CCOC(=O)c1ccccc1NC(=O)C1CC(=O)N(c2ccccc2)C1 (stereo not drawn)	-0.3	-4	5	-5	-5	6	1.4	4	2
CCc1ccc2c(c1)C1(SC(NC(C)=O)=NN1C(C)=O)C(=O)N2CC (stereo not drawn)	-0.1	-9	-4	4	-5	2	0.2	0	-4
Cc1ccc(C(=O)NC2CCS(=O)(=O)C2)cc1S(=O)(=O)N1CCCCC1 (stereo not drawn)	-1.5	-22	6	-2	-9	5	0.0	-4	-5
CCc1ccc(-n2cc(-c3ccc([N+](=O)[O-])cc3)[nH]c2=S)cc1	-0.7	12	6	-27	-3	20	0.2	-18	-13
CC(Sc1nnc(C2CC2)n1C1CC1)C(=O)Nc1cccc(S(=O)(=O)N(C)C)c1 (stereo not drawn)	0.1	8	9	7	-2	1	-0.3	-6	11
NS(=O)(=O)c1ccc(NC(=O)COC(=O)CN2C(=O)C3CC=CCC3C2=O)cc1 (stereo not drawn)	0.0	9	-2	-13	-2	-5	-0.1	-4	5
Cc1ccc(C)c(NC(=O)c2ccc3nccnc3c2)c1	0.1	3	11	3	-3	-4	-0.9	-5	4
CCS(=O)(=O)c1nc(S(=O)(=O)c2ccc(Cl)cc2)c(N2CCC3(CC2)OCCO3)s1	-0.7	-5	11	-2	-1	-3	1.0	18	0
Cc1ccc(NC(=O)CSc2n[nH]c(-c3cccnc3)n2)cc1Cl	0.3	3	-2	-14	0	0	0.4	-12	0
Cc1sc2nc(SCC(=O)C(C)(C)C)n(Cc3ccco3)c(=O)c2c1C	-0.1	-6	-7	-9	-2	-6	0.7	22	-9
COc1ccccc1C(=O)NCCC(=O)NCc1cccnc1	-0.4	-6	8	10	-4	3	1.3	-4	-6
Fc1cccc(Cl)c1Cc1noc(/C=C/c2ccccc2)n1	-0.4	10	11	1	-4	-3	0.6	26	-2
Cc1noc(C(=O)Nc2cc(Cl)ccc2O)c1Cl	-0.6	-10	-27	-19	-3	-13	0.2	-16	-7
Cc1oc(C(C)(C)C)cc1C(=O)NCC(=O)NCC(=O)O	-0.2	6	-1	-3	-1	-1	0.3	-7	3
CCn1nnnc1-c1ccc(OC)c(S(=O)(=O)Nc2ccc(C)c(C)c2)c1	-0.2	9	13	1	-7	-3	-0.2	-2	18
CC(=O)Nc1ccc(NC(=O)C(C)O/N=C/c2cccc([N+](=O)[O-])c2)cc1 (stereo not drawn)	-0.4	8	3	-8	-2	21	0.9	-1	2
COC(=O)c1ccc(NC(=O)CSc2nncn2-c2ccccn2)cc1	-0.8	-4	9	30	-9	0	-0.2	-11	16
Cc1cc(C(=O)OCC(=O)NCc2ccccc2Cl)c(C)o1	-0.7	4	7	-5	-1	0	-1.3	8	-4
CC(Oc1ccc(Cl)cc1)C(=O)Nc1cccc(S(=O)(=O)N2CCCC2)c1 (stereo not drawn)	-0.1	-13	-15	-19	0	0	0.5	-6	-8
CC(C)C(c1nnnn1Cc1ccc(F)cc1)N1CCSCC1 (stereo not drawn)	-0.6	7	-3	2	-2	10	-0.5	3	-8
O=C(Nc1ccc(Cl)cc1)N1CCc2[nH]c3ccccc3c2C1	64*	2	6	-4	-3	-5	1.9	-11	8
CC1CCN(S(=O)(=O)c2cccc(C(=O)N(C)C3CCS(=O)(=O)C3)c2)CC1 (stereo not drawn)	0.2	-6	13	-5	-4	3	-0.4	-2	-1
Cc1ccc(C(C)C)c(OCCNCCc2ccccc2)c1	-0.5	9	9	-2	1	-2	-1.8	9	-4
CCCCCCCNC(=O)C1(CC2CC(c3cccc(Br)c3)=NO2)CCN(C(=O)C2(C)CC2)CC1 (stereo not drawn)	-0.3	13	-5	-4	-2	-8	0.5	30	0
CCOC(=O)c1c(-c2ccc(C)cc2)csc1NC1=NS(=O)(=O)c2ccccc21	-1.3	0	6	-21	-6	3	0.1	-3	-5
COc1ccccc1NC(=O)Cn1cnc2sc(C)c(S(=O)(=O)N3CCCCC3)c2c1=O	0.0	-6	-3	4	-3	5	0.2	-4	4
COc1ccc2oc(C(=O)Nc3ccc(N4CCOCC4)cc3)c(C)c2c1	-0.4	12	-8	-14	-4	1	0.5	8	-22
C=CCN=c1scc(C)n1/N=C/c1ccc(O)c(O)c1	-0.3	-2	2	14	-7	-10	1.7	-2	8
COC(CN1CCc2c(C)nc3c(C#N)cnn3c21)OC	-0.3	-7	-8	-2	-2	-7	3.2	0	-1
CCn1nccc1C(=O)Nc1ccc(Cl)c(Cl)c1	0.5	45*	1	8	0	-6	-0.4	8	5
NC(=O)COC(=O)CNC(=O)c1sc2ccccc2c1Cl	-0.1	2	-3	8	0	1	0.3	-5	-1
CCOC(=O)C1(C)CCN1C(=O)c1ccccc1C(F)(F)F (stereo not drawn)	-0.3	8	-3	9	-8	-2	-0.7	-5	-4
C=C(C)CN=c1scc(C)n1/N=C/c1ccco1	-0.4	14	-1	-6	-3	-1	1.2	1	0
O=C(c1ccco1)N1CCn2c1nc1ccccc12	-1.2	0	-2	3	-1	2	0.4	-13	-8
COc1cc(NC(=O)COC(=O)CSc2ccc3ccccc3c2)c(C)cc1[N+](=O)[O-]	0.4	8	-7	8	-4	1	1.7	4	3
O=C(Cc1csc(-c2ccccc2)n1)Nc1ccc(C(F)(F)F)cc1	-0.6	1	-3	1	-6	3	-0.5	26	-1
CCc1nc(CNC(=O)C2CCC(=O)N(Cc3ccccc3F)C2)no1 (stereo not drawn)	-0.2	-2	9	2	-2	0	0.2	-5	-2
Cc1cc(-c2ccc(C)c(S(=O)(=O)NCC3CCN(Cc4ccc(F)cc4)CC3)c2)on1	-0.9	8	1	5	-7	3	-0.2	3	-4
COCc1ccc(C(=O)NC2CC(C)(C)Cc3c2cnn3-c2ccc(C)cc2)o1 (stereo not drawn)	-0.5	-3	-4	2	-9	0	1.5	-5	-11
O=C(CCN1C(=O)/C(=C/c2ccc(Cl)cc2)SC1=S)NC1C=CS(=O)(=O)C1 (stereo not drawn)	-0.8	-12	10	12	-20	-5	1.7	-5	6
CC(C)C[C@H](NC(=O)C1CCN(C(=O)[C@H](Cc2ccccc2)NC(=O)OC(C)(C)C)CC1)C(=O)O	-0.2	-4	0	-9	-3	-2	-1.4	-5	7
O=C(O)/C=C/C(=O)Nc1ccccc1C(=O)OCC(=O)c1ccc2c(c1)OCCO2	0.0	2	1	-2	-3	0	0.0	-2	-4
Cc1cc(O)c(CN(C)C)c2c1C(=O)/C(=C/c1ccco1)O2	1.4	3	0	22	-3	-17	1.5	-12	-24
O=C(COc1coc(CN2CCc3ccccc32)cc1=O)Nc1ccc([N+](=O)[O-])cc1	-0.3	11	4	17	0	3	-0.4	-1	-13
CCCCCCc1nnc(NC(=O)c2ccco2)s1	-0.7	-4	-2	11	-5	4	-1.1	-7	-11
COc1ccccc1Nc1nnc(SC(C)C(=O)NC2CC2)s1 (stereo not drawn)	-0.7	-1	7	-2	-12	9	1.1	-7	14
CCOc1cccc(OCCOCCN(C)C)c1	-0.8	10	11	-1	-6	0	-0.9	-6	0
CC(=O)Nc1ccc(C2(c3ccc(NC(C)=O)cc3)NC(=O)c3ccccc32)cc1	-0.5	8	-6	-6	-2	-1	1.3	-2	-10
O=C(O)[C@H]1CCCN1S(=O)(=O)c1cccc2cccnc12	-0.2	3	-5	-1	-4	3	-1.1	-10	-11
CN=c1scc(-c2ccccc2F)n1/N=C/c1ccc(O)c(O)c1O	-1.3	0	-7	2	-6	-14	1.3	1	13
CCCCN(C(=O)c1ccc([N+](=O)[O-])o1)c1c(N)n(CCCC)c(=O)[nH]c1=O	-0.2	7	3	-20	0	-44	1.5	-3	-3
O=C(CCCc1c[nH]c2ccccc12)NCc1ccc2c(c1)OCO2	0.1	-10	8	-21	-2	-3	1.2	-3	-5
COC(=O)c1sccc1NC(=O)c1ccccc1[N+](=O)[O-]	-0.7	9	2	16	-4	0	0.9	18	-7
CC(C)C(=O)Nc1cccc(NC(=O)c2cccc([N+](=O)[O-])c2)c1	-0.2	16	-13	12	5	6	-0.1	-2	-2
CCOC(=O)c1ccc2nc(CCC(=O)N[C@H](C(=O)OC)C(C)C)c(=O)n(CC)c2c1	-0.3	1	-14	-6	-3	7	1.3	-1	-6
c1cc(-c2nnn(CCOCCn3nnc(-c4ccncc4)n3)n2)ccn1	-0.5	13	7	5	-1	-2	-0.2	-5	4
Cc1ccc(C(=O)OCC(=O)Nc2sc3c(c2C#N)CCC3)cc1	-0.4	4	-12	2	-4	6	-0.2	-6	-12
C/C(=N\Nc1nc2ccccc2[nH]1)c1ccc(N2CCOCC2)cc1	2.3	-1	-2	-10	-2	14	3.1	-36	-1
CCOC(=O)N1CCN(S(=O)(=O)c2ccc(F)c(C(=O)Nc3ccc(C)c(Cl)c3)c2)CC1	0.3	7	-12	2	-1	-5	-0.4	31	4
O=C1c2ccccc2C(=O)c2c(/C=C/N3CCCCC3)ccnc21	-0.1	27	80*	43*	9.7*	-45	1.0	-3	37
The listing continues:
SMILES	TbMetRS inhib	SKN-1 inh	CendR NRP1 mod	MLLE-PAM2 inh	MsrA act	MT1-MMP act inh	MsrA inhibitor	FAS TE block	eLon inh
Cc1onc(-c2ccccc2)c1C(=O)N1CCC(C)(C(=O)O)C1 (stereo not drawn)	0.8	26	-9	3	-3	-1	-0.9	-8	6
CCOCCn1c(N2CCN(c3ccc(OC)cc3)CC2)nc2c1c(=O)n(C)c(=O)n2C	-0.5	-2	9	12	-4	3	-0.4	0	2
COc1ccc(C(=O)C(C)[n+]2ccc(-c3nnc4n3CCCCC4)cc2)cc1 (stereo not drawn)	-0.1	4	5	4	0	-1	0.3	-7	-4
Cn1ncc2c1NC(c1ccc(F)cc1)SCC2=O (stereo not drawn)	-0.1	9	-12	16	2	4	-1.0	-8	8
C=CCNC(=O)/C(=C\c1ccc(Br)cc1)NC(=O)c1ccccc1OC	-0.6	-2	-8	-9	-9	-2	-0.1	3	-1

Source: PubChem
